MITF primary: blocks human microphthalmia-associated transcription factor. O75030. inhibition, % at 2.6 µM. 0.91% of 650,000 active. AlphaScreen MITF homodimerization, bead proximity signal; in the data active = inhibition above about 50%;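 also: 0% = vehicle wells with protein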
FBW7 act: human FBW7 E3 ligase activation, primary screen; normalized activity (activation), % at 26.1 µM; AlphaScreen FBW7–phospho-cyclin E peptide binding, activator screen; Q969H0; 0.13% of 650,000 active; in the data active = normalized activity above about 1.9%;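 also: purified mutant Fbw7 with reduced substrate affinity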
Target sequence (Q969H0 whole entry, looked up): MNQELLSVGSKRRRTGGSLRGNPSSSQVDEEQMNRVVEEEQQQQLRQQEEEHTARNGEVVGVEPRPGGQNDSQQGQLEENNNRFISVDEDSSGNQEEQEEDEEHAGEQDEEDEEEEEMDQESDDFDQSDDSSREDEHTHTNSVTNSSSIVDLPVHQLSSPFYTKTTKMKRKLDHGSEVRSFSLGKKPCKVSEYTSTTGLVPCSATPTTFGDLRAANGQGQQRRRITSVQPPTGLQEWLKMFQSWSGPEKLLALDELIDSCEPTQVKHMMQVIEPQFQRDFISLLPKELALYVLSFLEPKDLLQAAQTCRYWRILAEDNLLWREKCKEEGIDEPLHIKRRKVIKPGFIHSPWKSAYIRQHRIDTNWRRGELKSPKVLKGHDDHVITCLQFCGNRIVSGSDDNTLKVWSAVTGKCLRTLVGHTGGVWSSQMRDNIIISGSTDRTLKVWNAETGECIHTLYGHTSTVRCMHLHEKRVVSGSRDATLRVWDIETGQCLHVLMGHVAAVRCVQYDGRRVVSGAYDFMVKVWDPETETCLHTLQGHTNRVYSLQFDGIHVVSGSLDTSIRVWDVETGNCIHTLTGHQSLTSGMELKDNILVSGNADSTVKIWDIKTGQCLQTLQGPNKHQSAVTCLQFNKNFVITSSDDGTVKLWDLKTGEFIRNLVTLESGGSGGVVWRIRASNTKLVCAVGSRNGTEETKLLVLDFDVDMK
GPR151 activ: human GPR151 activation; PathHunter beta-arrestin GPR151 cells, luminescence; activation, % at 11.2 µM; 1% of 650,000 active; AID 1508602; in the data active = activation above about 4.9%;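 also: 0% = median of compound wells and 100% = cells with positive control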
TEAD-YAP inh: TEAD-YAP interaction inhibition; HEK-TIYL cells, TEAD-Gal4/YAP UAS-luciferase luminescence; inhibition, % at 9.12 µM; 1.4% of 640,000 active; in the data active = inhibition above about 32%;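 also: 0% = median of test compound wells and 100% = reference inhibitor wells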
* = called active by the depositor. Rows were taken by chance; 3.4% or so of the library scored in one or more.

SMILES | MITF primary | FBW7 act | GPR151 activ | TEAD-YAP inh
COc1ccc(C2C3C(=O)N(c4ccc(C)cc4)C(=O)C3ON2c2ccccc2)c(OC)c1 (stereo not drawn) | 10 | 0.8 | -0.6 | 1
CCCCNC(=O)CSc1ccc2nnc(-c3cccnc3)n2n1 | 6 | 0.1 | 2.2 | -3
c1ccc2cc(Oc3ncnc4sccc34)ccc2c1 | -12 | 0.3 | 0.2 | -36
O=C(Nc1cccc2ccccc12)c1cnn2c1NC(c1ccccc1)CC2C(F)(F)F (stereo not drawn) | -1 | 0.0 | -1.0 | -9
COc1cccc(CN2CCN(C(=O)c3ccno3)[C@@H](C)C2)c1 | 11 | 0.3 | -0.7 | -6
COC(=O)c1c(C)n(C)c2ccc(OC(=O)c3ccc(OC)c(OC)c3)cc12 | 10 | 0.7 | -0.8 | 7
CCC(C)n1c(O)c(/C=C2\C(C)=Nc3ccc([N+](=O)[O-])cc32)c(=O)[nH]c1=S (stereo not drawn) | -1 | -0.4 | 3.4 | 0
CCCc1cc2nnc(SCC(=O)N(C(C)C)C(C)C)n2c(N)n1 | -4 | 0.0 | -0.8 | 8
COc1cc(CNCc2ccc3c(c2)OCO3)cc(OC)c1 | 14 | -0.2 | -0.3 | 6
COC(=O)c1ccc2c(=O)n(CCN3CCOCC3)c(SCc3cc(C(C)=O)ccc3OC)nc2c1 | -1 | 0.0 | -0.2 | 5
CC(=O)N1CCC(c2nc(C)ncc2-c2ccncc2)CC1 | 6 | 0.0 | 0.0 | 3
CCC(=O)n1nc(-c2ccccc2)nc1NCc1ccc(F)cc1 | 12 | 0.1 | 0.2 | -11
N#CC1=C(N)c2ccccc2CC12CCCC2 | -1 | 0.9 | -1.7 | 11
CCOC(=O)Cn1c(C)nc2ccc(Cl)cc2c1=O | 1 | 0.0 | 1.2 | 0
CC(C)CC(=O)Nc1ccccc1NC(=O)CC(C)C | -1 | -0.1 | -0.4 | 4
CC(=O)N(c1ccc(C)c(C)c1)C1C=CS(=O)(=O)C1 (stereo not drawn) | -11 | 0.0 | 0.3 | 0
Cc1cc(S(=O)(=O)Nc2cccnc2)ccc1Cl | 9 | 0.2 | -0.6 | 0
C=CCNC(=O)c1cc2c(n(-c3ccccc3)c1=O)CCCC2=O | -7 | 0.0 | -0.4 | -9
CNC(=O)C(=O)NCC1OCCN1S(=O)(=O)c1ccc2c(c1)OCCO2 (stereo not drawn) | 7 | -0.1 | 1.5 | 3
Cc1ccc(NC(=O)c2ccc3c(=O)n(-c4cc(C(F)(F)F)ccc4Cl)c(=S)[nH]c3c2)cc1F | 13 | 0.2 | 2.2 | 8
CCOC(=O)CCCCN(Cc1ccc(F)cc1)S(=O)(=O)c1cc(Cl)ccc1Cl | -1 | 0.8 | 0.1 | 0
CCOC(=O)C1=C(c2ccccc2)N=c2s/c(=C\c3ccc(N(C)C)cc3)c(=O)n2C1c1cccc(OC)c1OC (stereo not drawn) | 13 | -0.3 | -0.4 | 1
O=C(NCC1CCCO1)C(=O)Nc1cccc(C(F)(F)F)c1 (stereo not drawn) | 6 | 0.1 | -0.2 | -10
COc1ccc(N2C(=O)/C(=C/c3ccc(O)c(Cl)c3)C(=O)NC2=S)cc1 | 8 | -0.1 | -0.1 | 0
O=C(NCc1cccnc1)c1ccc(C(=O)NCc2cccnc2)cc1 | -12 | 0.1 | 0.2 | -4
COc1ccc(/C=C/C(=O)C2=C(O)c3ccccc3C2=O)cc1 | -1 | -0.2 | 3.3 | 14
O=C(NCCN1CCN(Cc2ccccc2)CC1)C(=O)Nc1ccccc1 | 3 | 0.0 | 0.3 | 11
Cc1ccc(CNC(=O)CC2C(=O)NCCN2C/C=C/c2ccccc2)cc1F (stereo not drawn) | 5 | -0.1 | 0.2 | 14
O=C(NCCNc1ccc([N+](=O)[O-])cc1)c1ccc(Cl)cc1 | 24 | 0.4 | 0.3 | 0
CC(C)C12CN3CC(C(C)C)(CN(C1)C3c1cccs1)C2=O (stereo not drawn) | 11 | -0.1 | 1.9 | -6
Nc1cccc2c1C(=O)N(C(=O)c1cccc(Oc3ccccc3)c1)C2=O | 0 | -0.1 | -0.8 | -7
O=C(CSc1nnc(CNC(=O)c2c(F)cccc2F)o1)NCC1CCCO1 (stereo not drawn) | -7 | 0.0 | -0.4 | -6
Cc1nc2ccc(S(=O)(=O)NC(C(=O)N3CCCCCC3)C(C)C)cc2s1 (stereo not drawn) | -5 | -0.1 | -0.8 | -2
COc1cccc(NC(=S)N/N=C(\C)c2ccc(C#N)cc2)c1 | 3 | -0.1 | 1.1 | 4
CCCC(=O)NC(=S)Nc1ccccc1C(=O)OC | -8 | 0.0 | -1.2 | 3
CC(C)(CO)CNC(=O)CCc1nnc(-c2ccc(-c3ccccc3)cc2)o1 | 17 | 0.1 | 1.1 | 1
O=C(Nc1nccs1)c1ccc(NC(=O)C2CC=CCC2C(=O)O)cc1 (stereo not drawn) | 6 | -0.2 | -2.3 | -6
CC(O)c1nc2ccccc2n1CC(=O)N1CCC(Cc2ccccc2)CC1 (stereo not drawn) | 9 | 0.4 | -0.9 | 10
Cc1ccc(OCC(=O)O/N=C(\N)c2ccncc2)c(Br)c1 | -10 | -0.1 | 3.0 | -73
CCOc1ccc(-c2nnc(SCC(=O)N3CCCCC3C)o2)cc1 (stereo not drawn) | 7 | 0.0 | -0.3 | -1
Cc1ccsc1/C=c1\sc2n(c1=O)C(N)=C(C#N)C(c1sccc1C)C=2C#N (stereo not drawn) | 6 | 0.2 | -2.1 | 11
Cc1ccccc1CN1CCN2C(=O)[C@@H](CO)NC(=O)[C@H]2C1 | -3 | -0.1 | -1.7 | -6
CCCCOc1ccccc1-n1c(-c2cccc(OC)c2)cn2c3c(=O)n(C)c(=O)n(C)c3nc12 | -8 | 0.3 | 0.2 | 9
Cc1nnc(NC(=S)NC(=O)c2ccccc2)s1 | 3 | 0.0 | 0.1 | -36
O=C1CC(NCc2cccs2)C(=O)N1c1ccc(F)cc1 (stereo not drawn) | 2 | 0.1 | 1.0 | 17
N#Cc1c(NC(=S)NC(=O)c2ccncc2)sc2c1CCCCCC2 | 2 | -0.1 | 2.5 | 9
CCc1nnc(NC(=O)C2CCC(C(C)(C)C)CC2)s1 (stereo not drawn) | 5 | 0.9 | -1.7 | 7
CCCC(=O)NCCc1nc2ccccc2n1C | 6 | -0.1 | -0.2 | -4
CCCCN1C(=O)c2cccc3c(NC(=O)CSc4ccc(OC)cc4)ccc1c23 | -1 | 0.2 | 1.0 | 6
CN(CC(=O)Nc1ccc(C(N)=O)cc1)Cc1cccc(Cl)c1Cl | 7 | 0.1 | -0.6 | -5
Cc1ccc(NC(=O)C(C)n2c3ccccc3c3nc(=O)cc(C)n32)cc1 (stereo not drawn) | 2 | -0.1 | 0.3 | -3
Cc1ccc(C(C(=O)NC2CCCCC2)N(C(=O)c2csnn2)C2CC2)cc1 (stereo not drawn) | 13 | 0.1 | -1.0 | 1
Cc1ccc2cc3cc(C(=O)NCCN4CCOCC4)sc3nc2c1 | -14 | -0.4 | 2.0 | -19
CC(=O)c1cccc(NC(=O)c2cc(Cl)ccc2Cl)c1 | -5 | 0.0 | 0.2 | 0
Cc1nc(C)n(-c2ccc(Nc3ncc(F)c(-c4cc(F)cc(N5CCC(O)CC5)c4)n3)cc2)n1 | -3 | -0.2 | 0.9 | 8
Cn1c(=O)n(CC(=O)NCc2cccc(F)c2)c2cccnc21 | 0 | 0.0 | -0.6 | -20
CC(=O)c1cccc(NC(=O)CN(Cc2ccc(Cl)cc2)S(=O)(=O)c2ccc(C)cc2)c1 | -3 | -0.1 | 1.2 | -4
CCCC(=O)Nc1sccc1C(=O)OC | 11 | 0.1 | -0.7 | 0
COc1cc(/C=C2\C(=O)N(c3ccc(Cl)cc3)N=C2C)ccc1O | 18 | -0.1 | -0.3 | 12
Cn1cnnc1SCc1cc(=O)oc2cc3c(cc12)CCC3 | -3 | -0.1 | -2.0 | 6

Sorted by formula weight (lowest first): some entries from above
SMILES | MITF primary | FBW7 act | GPR151 activ | TEAD-YAP inh
CCCC(=O)Nc1sccc1C(=O)OC | 11 | 0.1 | -0.7 | 0
CCCC(=O)NCCc1nc2ccccc2n1C | 6 | -0.1 | -0.2 | -4
CCc1nnc(NC(=O)C2CCC(C(C)(C)C)CC2)s1 (stereo not drawn) | 5 | 0.9 | -1.7 | 7
CC(=O)c1cccc(NC(=O)c2cc(Cl)ccc2Cl)c1 | -5 | 0.0 | 0.2 | 0
Cn1c(=O)n(CC(=O)NCc2cccc(F)c2)c2cccnc21 | 0 | 0.0 | -0.6 | -20
Cc1ccc2cc3cc(C(=O)NCCN4CCOCC4)sc3nc2c1 | -14 | -0.4 | 2.0 | -19
CN(CC(=O)Nc1ccc(C(N)=O)cc1)Cc1cccc(Cl)c1Cl | 7 | 0.1 | -0.6 | -5
N#Cc1c(NC(=S)NC(=O)c2ccncc2)sc2c1CCCCCC2 | 2 | -0.1 | 2.5 | 9
Cc1ccc(C(C(=O)NC2CCCCC2)N(C(=O)c2csnn2)C2CC2)cc1 (stereo not drawn) | 13 | 0.1 | -1.0 | 1
CC(=O)c1cccc(NC(=O)CN(Cc2ccc(Cl)cc2)S(=O)(=O)c2ccc(C)cc2)c1 | -3 | -0.1 | 1.2 | -4
Cc1nc(C)n(-c2ccc(Nc3ncc(F)c(-c4cc(F)cc(N5CCC(O)CC5)c4)n3)cc2)n1 | -3 | -0.2 | 0.9 | 8

The list continues.
SMILES | MITF primary | FBW7 act | GPR151 activ | TEAD-YAP inh
Cc1cc(Cl)ccc1NC(=O)c1ccc(NS(C)(=O)=O)cc1 | 11 | 0.4 | 2.5 | 13
Cc1ccc(NC(=O)CN2C(=O)c3ccccc3C2=O)cc1F | -3 | 0.1 | 1.8 | -6
O=C(Nc1ccc(F)c(F)c1)c1cc(S(=O)(=O)NCc2ccccc2Cl)ccc1F | 1 | 0.1 | 1.7 | 10
Cc1cc(C)c(S(=O)(=O)NC(CC(=O)O)c2cccc([N+](=O)[O-])c2)c(C)c1 (stereo not drawn) | 4 | 0.1 | -1.3 | 9
CC(=O)c1c(C)[nH]c(C(=O)NC(C)c2ccccc2)c1C (stereo not drawn) | 8 | 0.5 | -1.0 | 1
O=C(CSc1nc(Nc2ccc(F)cc2)c2ccccc2n1)c1ccc(Cl)c(Cl)c1 | 3 | 0.0 | 0.0 | -12
COCCNCc1c(C(=O)O)c(C)n(Cc2ccc(C)cc2)c1C | 13 | -0.2 | 0.1 | -4
CCOC(=O)c1c(NC(=O)c2cccnc2)sc2c1CCCC2 | 26 | 0.1 | -1.7 | -6
COC(=O)c1ccc(N=Nc2c(O)[nH]c(=S)[nH]c2=O)cc1 | 0 | -0.1 | -3.0 | -6
N[C@H](Cc1ccc(Cl)cc1)c1nc2ccc(-c3ccncc3)cc2[nH]1 | 18 | -0.5 | -0.6 | 16
C=CCN(CC=C)S(=O)(=O)c1ccc(C(=O)Nc2sc3c(c2C(=O)OCC)CC(C)(C)NC3(C)C)cc1 | 5 | 0.5 | 0.0 | 14
S=c1n(CN2CCC3(CC2)OCCO3)nc(-c2ccncc2)n1-c1ccccc1 | 1 | -0.1 | -0.6 | -5
CCOC(=O)c1ccccc1NC(=O)N1CCn2c(C)ccc2C1CC (stereo not drawn) | 11 | 0.4 | 0.6 | -1
Cc1c(NC(=S)N/N=c2/sc3ccccc3n2C)c(=O)n(-c2ccccc2)n1C | 1 | 0.1 | 0.0 | 3
COC(=O)Cn1cc(S(=O)(=O)Nc2ccc(C)c(Cl)c2)c2cc([N+](=O)[O-])ccc21 | 0 | -0.1 | -0.1 | 12
CC(O)(C#CCN1CCCCCC1)c1ccccc1 (stereo not drawn) | 19 | 0.2 | -0.5 | -1
Cc1ccccc1OCCCn1cnc2ccccc21 | -7 | -0.3 | -0.7 | -67
COc1cc(OC)cc(C(=O)N2CCN=C2SC)c1 | 0 | 0.0 | -1.4 | -4
CCN1C(=O)/C(=C/c2ccc(I)o2)SC1=S | -4 | -0.2 | 0.7 | 8
Cn1c(SCC(=O)O)nnc1-c1cnccn1 | 61* | -0.1 | 0.0 | -5
Cc1nc2c(c(=O)[nH]1)C(c1ccc(Cl)c(Cl)c1)C(C#N)=C(N)O2 (stereo not drawn) | 3 | 0.1 | 0.2 | -1
Fc1ccc(CNc2ccc(CNc3ncn[nH]3)cc2)cc1 | -10 | 0.0 | -1.5 | 1
Cn1ccs/c1=N\C(=O)Nc1cccc(C(F)(F)F)c1 | 9 | 0.0 | -0.6 | -37
O=C(Nc1ccccc1O)c1cccc([N+](=O)[O-])c1 | -24 | 0.1 | -0.1 | -6
O=C1COc2ccc(NS(=O)(=O)Cc3cc(Cl)cc(Cl)c3)cc2N1 | 4 | 0.1 | 1.0 | 3
CCN1CCN(C(=O)C2COc3ccccc3O2)CC1 (stereo not drawn) | -7 | -0.1 | 3.4 | 9
CSCCOC(=O)C1=C(C)NC(=O)CC1c1ccccc1[N+](=O)[O-] (stereo not drawn) | 17 | 0.3 | 1.4 | 8
c1ccc(OCCNc2cc(Nc3ccncc3)ncn2)cc1 | 13 | 0.0 | -0.1 | -8
O=C(NNS(=O)(=O)c1ccc2ccccc2c1)c1ccccc1F | 1 | 0.0 | 0.4 | -6
C#CCOc1c(Cl)cc(C=C2C(=O)NC(=S)NC2=O)cc1OC | 12 | 0.0 | 0.1 | 11
CCCC(=O)Nc1ccc(S(=O)(=O)NCCc2ccc3c(c2)CCCN3C)cc1 | 8 | -0.1 | -0.3 | 4
N#Cc1ccc(OCC(=O)Nc2ccc(Br)cn2)cc1 | 10 | 0.0 | -0.4 | -1

Bioassay records deposited in PubChem BioAssay by The Scripps Research Institute Molecular Screening Center.
